Compound activity as filed in PubChem BioAssay.
PglD DTNB – C. jejuni PglD acetyltransferase inhibitors, primary screen, biochemical, DTNB colorimetric, single point | UDP-N-acetylbacillosamine N-acetyltransferase PglD (Campylobacter jejuni) | purified PglD enzyme, DTNB colorimetric CoA detection | inhibition, % at 12.5 µM | hit rate 0.098% among 360,000; in the data active = inhibition above about 16%, passing the limit was not always enough; also: strong numbers were not always called active
DENV2 CPE rescue – inhibitors of DENV2 cytopathic effect, primary screen, cell-based, plate reader, single concentration; DENV2-infected cells, cytopathic effect rescue; hit rate 1.7% among 350,000; CPE inhibition, % at 9.99 µM; in the data active = CPE inhibition above about 20%, passing the limit was not always enough; tested in BHK-21 cells;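 also: 0% = median of neutral control wells and 100% = median of positive control wells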
E-selectin induc – E-selectin induction in HUVECs, primary screen, imaging, HUVEC, immunofluorescence imaging, single point | P16581 | normalized: neutral wells 0, TNF-alpha wells 100 | activation, % at 7.58 µM | hit rate 0.37% among 260,000 | AID 686992, 2013;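 active = mean E-selectin-positive cell signal at least 10% of the positive control, reached in at least 60% of replicates, without over 20% cell loss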;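 also: in these data hits start at about 27%; measured in HUVEC primary endothelial cells; signal is the percent of cells scored E-selectin positive by PE staining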
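System: HUVEC, human umbilical vein endothelial cells; quantity: 3,000 cells/well; buffer or medium: EGM-2 medium, gelatin-coated wells; dosing: single-point compound dose; detection: immunofluorescence imaging; evaluation: % PE-positive cells; benchmarks: TNF-alpha, DMSO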
ERp5 inh – inhibitors of ERp5-driven insulin aggregation, primary screen, biochemical, turbidity, absorbance 650 nm, single point; 90 min; Protein disulfide-isomerase A6 (Homo sapiens), Q15084; inhibition, % at 9.99 µM; AID 651711, 2012; hit rate 0.05% among 350,000;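 active = mean replicate inhibition above about 25%, with every replicate also reaching it, limit read from the data, passing the limit was not always enough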
Target sequence (Q15084 whole entry, looked up): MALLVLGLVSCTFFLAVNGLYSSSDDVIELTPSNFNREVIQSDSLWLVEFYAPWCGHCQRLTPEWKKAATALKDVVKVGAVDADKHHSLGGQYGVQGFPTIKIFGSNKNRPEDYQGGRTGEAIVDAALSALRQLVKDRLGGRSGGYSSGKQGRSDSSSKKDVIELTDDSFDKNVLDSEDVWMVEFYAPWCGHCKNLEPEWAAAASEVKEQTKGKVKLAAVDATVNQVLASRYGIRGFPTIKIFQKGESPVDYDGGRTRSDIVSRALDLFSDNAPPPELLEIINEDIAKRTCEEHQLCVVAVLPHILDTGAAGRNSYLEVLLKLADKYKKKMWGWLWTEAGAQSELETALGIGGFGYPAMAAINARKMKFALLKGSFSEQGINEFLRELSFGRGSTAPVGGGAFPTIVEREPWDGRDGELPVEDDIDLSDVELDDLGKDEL
S100A4 MyoIIA – inhibitors of S100A4-myosin IIA peptide binding, primary screen, biochemical, fluorescence polarization, TAMRA-MyoIIA peptide. inhibition, % at 10.7 µM. hit rate 0.14% among 360,000. AID 652163, 2013;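 active = mean inhibition of at least 70% across replicates, with every replicate also reaching that level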
Target sequence (P26447 whole entry, looked up): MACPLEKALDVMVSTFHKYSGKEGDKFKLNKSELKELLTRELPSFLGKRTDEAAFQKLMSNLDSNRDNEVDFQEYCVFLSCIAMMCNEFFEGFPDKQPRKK
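Test system – S100A4 monomer (human) · Compound – single-point compound testing · Schedule – 5 min incubation before reading · Probe or stimulus – TAMRA-labelled myosin IIA heavy-chain peptide probe, 5 nM · Benchmarks – neutral control DMSO, positive control TFP · Medium – Calcium-containing HEPES buffer, pH 7.2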
SIRT5 inh – SIRT5 desuccinylase inhibitors, primary screen, biochemical, fluorescence imaging, single point, set 5. inhibition, % at 15 µM. Purified SirT5, succinyl-peptide AMC, trypsin-coupled fluorescence. hit rate 1.1% among 330,000. NAD-dependent protein deacylase sirtuin-5, mitochondrial (Homo sapiens), Q9NXA8; in the data active = inhibition above about 15%
Target sequence (Q9NXA8 whole entry, looked up): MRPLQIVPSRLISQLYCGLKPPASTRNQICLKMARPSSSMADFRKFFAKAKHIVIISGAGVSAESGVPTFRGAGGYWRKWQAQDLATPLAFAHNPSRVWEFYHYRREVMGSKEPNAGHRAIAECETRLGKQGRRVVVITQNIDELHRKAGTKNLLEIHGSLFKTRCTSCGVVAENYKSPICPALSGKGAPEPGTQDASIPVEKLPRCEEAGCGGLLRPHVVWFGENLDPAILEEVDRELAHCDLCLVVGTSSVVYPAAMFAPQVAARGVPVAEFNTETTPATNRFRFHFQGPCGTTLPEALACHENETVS
C2C12 statin – suppressors of statin myotoxicity in C2C12 myotubes, primary screen, cell-based, single point, plate reader | rescue of ATP level, % at 7.49 µM | C2C12 myotubes + simvastatin, ATP luminescence, 48 h; scaled: DMSO 0, geranylgeraniol control 100 | hit rate 0.78% among 330,000;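 active = mean ATP rescue above about 67%, or every replicate alone reaching that limit, limit read from the data, passing the limit was not always enough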;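 also: myotubes were challenged with 10 µM simvastatin during compound exposure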
Numbers without * were called inactive; . = not tested or not shown. Some of the compounds tested; the hit share may differ from the screen's.

SMILES | PglD DTNB | DENV2 CPE rescue | E-selectin induc | ERp5 inh | S100A4 MyoIIA | SIRT5 inh | C2C12 statin
O=C(N=c1ccn(-c2nc3ccccc3nc2NS(=O)(=O)c2ccccc2)cc1)c1ccccc1Cl | -3 | 15 | . | 3 | -11 | 0 | 7
CCC(=O)N1CC2(CN(Cc3ccncc3)C2)c2c(n(C)c3cc(OC)ccc23)[C@H]1CO | . | -3 | 0.3 | -9 | -6 | -6 | .
O=C(c1ccc(N2CCOCC2)c([N+](=O)[O-])c1)N1CCN(c2ccccc2F)CC1 | 3 | 12 | -0.1 | -13 | 8 | . | 0
O=C(O)CSc1nc2ccc(C(=O)c3ccccc3)cc2[nH]1 | 3 | -2 | -0.1 | -10 | -10 | 0 | 4
CNC[C@H]1Oc2ccc(NS(=O)(=O)c3c(C)noc3C)cc2C(=O)N([C@H](C)CO)C[C@@H]1C | -3 | 10 | 0.0 | 15 | 7 | -4 | 12
COc1ccc(-c2ccc([C@H]3[C@H](CO)N4C(=O)CN(Cc5ccc(F)cc5)C[C@@H]34)cc2)cc1 | . | -9 | 0.1 | 2 | 0 | 1 | .
CC(OC(=O)c1cccs1)C(=O)Nc1nc(-c2ccccc2)cs1 (configuration not stated) | 4 | 6 | . | 3 | 0 | -1 | 9
CCCN(C(=O)CCc1cn(CCC)c2ccccc12)c1ccc(Oc2cccnc2)cc1 | . | -10 | -0.4 | 4 | -9 | . | .
C[C@@H]1CN([C@@H](C)CO)C(=O)CCCn2cc(nn2)CO[C@@H]1CN(C)C(=O)Nc1ccc(N2CCCCC2)cc1 | 0 | -2 | 0.2 | 4 | -21 | 1 | -11
CN1[C@@H]2c3ccc(-c4cccc(F)c4)c(=O)n3C[C@H]1[C@H](CO)[C@H]2C(=O)NCc1ccccc1 | -1 | -9 | -0.1 | 0 | 4 | 8 | 3
CCN(C(=O)COC(=O)c1ccc2c(=O)n3c(nc2c1)CCC3)C1CCS(=O)(=O)C1 (configuration not stated) | . | 0 | 0.1 | 5 | 0 | 1 | .
C=CCN(C(=O)CCC(=O)Nc1cc(C)on1)C(C(=O)NC(C)(C)CC)c1cccc(OC)c1OC (configuration not stated) | 1 | 3 | . | -1 | -1 | -20 | -69
CCOc1ccccc1NC(=O)CSc1cn[nH]n1 | 0 | -3 | -0.1 | -2 | 5 | -1 | 4
O=C(NN=Cc1ccc(F)cc1)c1ccccc1NS(=O)(=O)c1cccs1 | -3 | -6 | -0.6 | -3 | -5 | -5 | -7
CC1=C(C(=O)N2CCOCC2)CC(CC(=O)NCCCN(C)C)C(=O)N1Cc1ccc(F)cc1 (configuration not stated) | 4 | -8 | -0.1 | -10 | -1 | 8 | -5
Cc1ccc2nc3c(cc(C(=O)NCc4ccco4)c(=N)n3C3CCCC3)c(=O)n2c1 | -1 | -1 | . | -4 | 1 | -2 | .
CCOC(=O)N1CCN(C(=O)Cn2cnc3ccccc3c2=O)CC1 | . | -2 | 0.3 | -1 | 4 | 2 | .
C[C@@H]1CCCCO[C@@H](CN(C)C(=O)Cc2ccccc2)[C@H](C)CN([C@H](C)CO)C(=O)c2cc(NS(=O)(=O)c3ccc(F)cc3)ccc2O1 | 0 | -1 | -0.1 | . | . | . | .
C[C@H](CO)N1C[C@H](C)[C@@H](CN(C)CC2CC2)OCCCC[C@H](C)Oc2ccc(NS(=O)(=O)c3ccccc3)cc2C1=O | -8 | -1 | 0.4 | 4 | 11 | 0 | .
CCN(c1ccccc1C)S(=O)(=O)c1nnc(NC(=O)c2ccco2)s1 | 1 | 1 | . | -4 | 0 | 5 | -25
O=C(CC1C(=O)NCCN1Cc1ccc(F)cc1)NCCOc1cccnc1 (configuration not stated) | . | -6 | . | -1 | 8 | -2 | .
N#Cc1ccccc1NC(=S)NC(=O)C1CCC1 | 3 | 1 | -0.1 | -8 | -5 | -8 | 5
CC(C(=O)Nc1ccc2[nH]c(=O)[nH]c2c1)N1CCN(Cc2ccc3c(c2)OCO3)CC1 (configuration not stated) | -5 | 6 | . | -1 | -2 | 3 | -4
Cc1ccc2c(c1)c1nnc(SCC(=O)Nc3ccc(N(C)C)cc3)nc1n2CC(=O)O | 0 | -7 | . | 4 | 4 | 2 | 12
CC(C)Cn1c(SCC(=O)NCCCN2CCCC2=O)nc2ccccc21 | -3 | 15 | . | -4 | 13 | -2 | 10

The final 5 entries of the part before lead into the next:
SMILES | PglD DTNB | DENV2 CPE rescue | E-selectin induc | ERp5 inh | S100A4 MyoIIA | SIRT5 inh | C2C12 statin
O=C(CC1C(=O)NCCN1Cc1ccc(F)cc1)NCCOc1cccnc1 (configuration not stated) | . | -6 | . | -1 | 8 | -2 | .
N#Cc1ccccc1NC(=S)NC(=O)C1CCC1 | 3 | 1 | -0.1 | -8 | -5 | -8 | 5
CC(C(=O)Nc1ccc2[nH]c(=O)[nH]c2c1)N1CCN(Cc2ccc3c(c2)OCO3)CC1 (configuration not stated) | -5 | 6 | . | -1 | -2 | 3 | -4
Cc1ccc2c(c1)c1nnc(SCC(=O)Nc3ccc(N(C)C)cc3)nc1n2CC(=O)O | 0 | -7 | . | 4 | 4 | 2 | 12
CC(C)Cn1c(SCC(=O)NCCCN2CCCC2=O)nc2ccccc21 | -3 | 15 | . | -4 | 13 | -2 | 10
Oc1c(Cl)cc(Cl)cc1/C=N/Nc1ncc(Br)cn1 | -4 | 4 | 13 | 4 | -11 | -8 | 10
CCC(C)NC(=O)/C=C/c1cccs1 (configuration not stated) | . | -12 | . | -1 | 1 | 17* | .
CC(Oc1ccc2c(c1)oc(=O)c1ccccc12)C(=O)NCCCN1CCOCC1 (configuration not stated) | 3 | 2 | -0.4 | 3 | -2 | -12 | -2
O=C(O)c1cccc(N2C(=O)CSC2c2ccccc2)c1 (configuration not stated) | 3 | 0 | . | 1 | -5 | 0 | -2
CC(C)c1ccc(NC(=O)CSc2ncccc2C(=O)Oc2cccc([N+](=O)[O-])c2)cc1 | . | 0 | 0.0 | 5 | -5 | -4 | .
COc1ccc(NC(=O)c2sc(=O)n(Cc3ccc(SC)cc3)c2C)cc1OC | 0 | -6 | . | 0 | 2 | . | 9
O=C(N/N=C/c1ccccc1F)c1cccc2ccccc12 | 2 | -5 | 0.0 | -1 | -2 | -3 | -11
CCCn1cc(S(=O)(=O)c2ccccc2)c(=O)c2cc(CC)ccc21 | -3 | -4 | . | 2 | 0 | -2 | 9
O=C(c1ccc(F)c(S(=O)(=O)N2CCOCC2)c1)N1CCN(c2ccc(F)cc2)CC1 | 0 | 1 | -1.7 | 1 | -2 | 1 | 8
CCNC(=O)c1ccc(NC(=O)CC2SC(N3CCCCC3)=NC2=O)cc1 (configuration not stated) | 5 | -3 | -0.2 | 2 | 2 | -3 | 1
COC(=O)[C@@H]1[C@@H](CO)[C@@H]2Cn3c(ccc(-c4ccncc4)c3=O)[C@@H]2N1Cc1ccccc1F | 1 | -1 | 0.0 | -2 | 11 | -1 | 12
CC(O)c1nc2ccccc2n1CCCOc1ccccc1 (configuration not stated) | 5 | 11 | -0.1 | -2 | -5 | 1 | .
CCOC(=O)C1=CCN(S(=O)(=O)c2ccc(C)cc2)C1c1ccc(CC)cc1 (configuration not stated) | -6 | 8 | 0.1 | 2 | 14 | 16* | -9
CC(=O)N1CCc2cc(S(=O)(=O)N3CCCCC3C)ccc21 (configuration not stated) | 3 | -2 | 0.6 | -4 | 1 | 2 | -11
CC1CCN(C(=O)C(=O)Nc2sc3c(c2C(=O)O)CC(C)(C)OC3)CC1 | . | 10 | . | 1 | -3 | 2 | -4
COc1ccc(-n2nnc3c(SC(C(C)=O)C(=O)N(C)C)ncnc32)cc1 (configuration not stated) | -3 | 0 | . | 1 | 3 | 1 | 9
O=C(NCC1CCCO1)c1ccc(NS(=O)(=O)c2cccs2)cc1 (configuration not stated) | -1 | 16 | . | 4 | -28 | -2 | 9
CCn1c2c(n(C(C)=O)c1=O)C=C(C(=O)N1CCCC1)C(C)C(c1ccccc1)=C2 (configuration not stated) | . | -11 | -0.2 | 8 | -5 | . | .
CCC(=O)N(C)C[C@@H]1Oc2ncc(-c3cccc(OC)c3)cc2C(=O)N([C@@H](C)CO)C[C@@H]1C | 3 | -4 | 0.0 | 0 | -7 | 6 | 32
CC(C)(C)c1ccccc1OCC(=O)NCCCn1ccnc1 | -3 | -2 | 0.2 | 2 | -1 | 1 | 37
CSCC[C@H](NC(=O)c1ccco1)c1nnc2ccccn12 | -1 | -2 | . | 2 | 2 | 1 | 12
CC1(C(=O)NCc2ccccc2)CN(S(C)(=O)=O)CC(=O)N1CCc1c[nH]c2ccccc12 (configuration not stated) | . | 8 | 0.0 | 6 | -3 | 0 | .
Cn1c(-[n+]2c(-c3ccccc3)cc(-c3ccccc3)cc2-c2ccccc2)nc2c([N+](=O)[O-])cccc21 | 2 | 5 | . | 2 | -1 | 0 | .
C[C@@H]1CN([C@@H](C)CO)S(=O)(=O)c2ccc(C#C[C@@H](C)O)cc2O[C@@H]1CN(C)C(=O)C1CCC1 | 0 | 16 | 4.2 | 19 | 0 | 0 | 8
C[C@@H]1CN([C@H](C)CO)C(=O)c2cc(NC(=O)c3ccncc3)ccc2O[C@@H](C)CCCCO[C@H]1CN(C)Cc1ccc(Cl)c(Cl)c1 | . | 85* | -0.1 | -8 | 2 | -1 | .

Next part:
SMILES | PglD DTNB | DENV2 CPE rescue | E-selectin induc | ERp5 inh | S100A4 MyoIIA | SIRT5 inh | C2C12 statin
O=C(O)c1ccc(NC(=O)c2cc3ccccc3o2)cc1 | -3 | -4 | . | 4 | 0 | 8 | -8
S=C(Nc1ccc2[nH]ccc2c1)NC1CCCCC1 | 0 | 19 | -0.2 | -4 | -2 | -2 | -5
C[C@@H]1CN([C@H](C)CO)C(=O)c2cc(NC(=O)Nc3cccc4ccccc34)ccc2O[C@H]1CN(C)C(=O)Nc1ccc2c(c1)OCO2 | 2 | 15 | 0.1 | 2 | -31 | 0 | 14
Cc1noc(C)c1COc1ccc(C(=O)N2CCCC(C(N)=O)C2)cc1 (configuration not stated) | -1 | 1 | . | -8 | -1 | 0 | -4
COCC(=O)Nc1ccc2c(c1)C(=O)N(C)C[C@@H](OC)[C@@H](C)CN(C(=O)COC)[C@H](C)CO2 | 14 | -1 | 0.1 | -3 | 6 | -2 | -4
CCN=C1SC(C(=O)Nc2ccc(OCC)cc2)CC(=O)N1CC (configuration not stated) | . | 6 | . | -3 | -3 | -3 | .
CC(=O)C(Sc1ccc2nnc(-c3ccc(F)cc3)n2n1)C(C)=O | -2 | -6 | 0.1 | 1 | 2 | 5 | -5
COCCc1nc2ccc(C(=O)N(C)Cc3cccc(-n4cccn4)c3)cc2o1 | 2 | -3 | 0.3 | 2 | 1 | -2 | .
CCCCNS(=O)(=O)c1ccc2nc(SCC(=O)c3ccccc3OC)[nH]c2c1 | 0 | 2 | . | 4 | -4 | -5 | 3
CC(C)[C@H](NC(=O)Nc1ccc2c(c1)OCCO2)C(=O)O | -8 | . | . | -8 | 0 | -6 | 7
COc1ccc(-c2cn3nc(SCC(=O)NC4CCCCC4)ccc3n2)cc1 | 10 | 1 | 0.1 | 0 | -2 | -7 | 2
CC(=O)O[C@@H]1[C@H]2[C@@H](C[C@@H](C)[C@@H]3C=CC(=O)[C@@]13C)OC(=O)[C@@H]2C | -1 | -7 | 0.0 | 5 | 0 | -6 | 115*
Cc1cccc(S(=O)(=O)N(C)C[C@@H]2OCc3cnnn3CCCC(=O)N([C@@H](C)CO)C[C@H]2C)c1 | 3 | -4 | 0.0 | 3 | 8 | -5 | 0
